High-throughput results as filed in PubChem BioAssay.
TDP43 rescue: TDP-43 toxicity inhibition in yeast; TDP-43 expressing yeast growth rescue, BacTiter-Glo, 24 h; 1.8% of 410,000 active; Potency, µM (top dose mostly 46.1 µM), for inactives: at the highest dose growth rescue (activation), hits mostly activators; AID 652104; note: % of control where 0% means no effect; nearly all actives have a fitted effect of over 50% in size
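Yeast expressing TDP-43 (pregrown in raffinose, seeded at OD600=0.02 in galactose medium) exposed to compounds 24 hr at 30 deg C. Growth read by BacTiter-Glo luminescence; rescue of toxicity appears as increased signal.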
KB-3-1 cytotox: kills parental KB-3-1 adenocarcinoma cells | KB-3-1 viability, CellTiter-Glo ATP luminescence, 72 h | Potency, µM (series often up to 46.1 µM), without a hit: top-dose activity change, negative = cytotoxic, usual class: cytotoxic | 1.4% of 400,000 active | AID 1347075; note: % is set by controls: 0 for no effect and ±100 for the full control effect; nearly all actives have a fitted effect of over 60% in size
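Cells are dispensed, compounds pinned in, plates held at 37 °C for 72 h, then CellTiter-Glo is added and luminescence read after 10 minutes. Cell line: parental KB-3-1 in phenol-red-free DMEM, 10% FBS.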
KB-V1 MDR tox: KB-V1 MDR subline cytotoxicity | 3.4% of 400,000 active | Potency, µM (top dose mostly 46.1 µM), without a hit: at the highest dose activity change, negative = cytotoxicity, usual class: cytotoxic | KB-V1 MDR cells viability, CellTiter-Glo, 72 h | AID 1347076; note: % is set by controls: 0 for no effect and ±100 for the full control effect; nearly all actives have a fitted effect of over 60% in size
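In this primary screen, KB-V1 cells overexpressing P-gp are incubated with library compounds (lowest to highest concentration) for 72 h at 37 degrees C before a luminescent ATP viability read.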
HT1080NT lethal: kills 2HG-producing HT-1080-NT fibrosarcoma cells | 1.6% of 360,000 active | Potency, µM (top dose mostly 46.1 µM), for the others: top-dose activity, negative = less viability, hits mostly cytotoxic | HT-1080-NT fibrosarcoma viability, CellTiter-Glo ATP luminescence, 48 h | AID 686970;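 note: NT is the 2HG producing partner of a matched IDH1 knockdown line; 0% = DMSO-treated cells and -100% = media-only wells without cells; nearly all actives have a fitted effect of over 55% in size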
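Compounds were tested in concentration-response format on HT-1080-NT cells for 48 hours at 37 degrees C. Cell viability came from CellTiter-Glo luminescence; curves were classified by r2, response magnitude and activity.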
SW480 rereplic: DNA re-replication induction in SW480 cells; SW480 DNA re-replication, Hoechst DNA content imaging, 48 h; Potency, µM (series often up to 46.1 µM), inactives show top-dose re-replication activation, usual class: activators; 1.8% of 340,000 active; AID 624297; note: % of control where 0% means no effect; nearly all actives have a fitted effect of over 55% in size
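Compounds, transferred as 23 nL by pin tool, were incubated with cells for 48 hr; DNA content per nucleus was then quantified by Hoechst staining and fluorescence plate imaging.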
GLP1R cytotox: cytotoxic in the GLP-1 receptor inverse agonist counter-screen; 0.13% of 410,000 active; HEK293 cAMP-luciferase reporter cells, luminescence, 24 h; Potency, µM (titrated, usually from 38.3 µM), without a hit: at the highest dose activity change, negative = inhibition, hits mostly inhibitors;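 note: loss of luciferase light is scored as toxicity; % is set by controls: 0 for no effect and ±100 for the full control effect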
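A 23 nL compound transfer followed 12 hours of cell culture at 37 deg C; exposure then lasted 24 hr. Luciferase assay detection reagent was dispensed and plates read for luminescence after a 12 min room-temperature wait.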
GLP-1R inv ag: GLP-1 receptor (human) inverse agonism. HEK293 GLP-1R CRE-luciferase, luminescence, 24 h; GLP-1R form is constitutively active. Potency, µM (titrated, usually from 38.3 µM), for the others: top-dose activity change, negative = inhibition, actives largely listed as inhibitors. 1.6% of 410,000 active; note: % is set by controls: 0 for no effect and ±100 for the full control effect; nearly all actives have a fitted effect of over 55% in size
Target sequence (P43220 whole entry, looked up): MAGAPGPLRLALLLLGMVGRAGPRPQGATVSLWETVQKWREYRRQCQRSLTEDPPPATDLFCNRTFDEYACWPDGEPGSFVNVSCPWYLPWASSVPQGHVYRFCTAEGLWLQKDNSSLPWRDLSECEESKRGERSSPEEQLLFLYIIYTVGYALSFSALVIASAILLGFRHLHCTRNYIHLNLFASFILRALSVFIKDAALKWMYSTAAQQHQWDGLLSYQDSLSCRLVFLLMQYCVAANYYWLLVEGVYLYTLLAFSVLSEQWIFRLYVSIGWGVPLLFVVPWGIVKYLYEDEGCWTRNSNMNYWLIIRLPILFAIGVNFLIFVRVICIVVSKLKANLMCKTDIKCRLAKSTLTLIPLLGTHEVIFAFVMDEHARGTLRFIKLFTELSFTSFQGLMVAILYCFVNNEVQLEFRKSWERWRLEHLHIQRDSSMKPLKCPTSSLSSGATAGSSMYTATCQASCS
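qHTS in 1536-well format: reporter HEK293 cells expressing constitutive GLP-1R activity in DMEM + 10% Nu serum, 24 hr with compounds at 37 deg C, luminescence read after 12 min with detection reagent.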
GLP1R ag: agonists of human GLP-1 receptor; HEK293 GLP-1R CRE-luciferase, luminescence, 4-6 h; cells express a hypersensitive GLP-1R form; Potency, µM (top dose mostly 45.6 µM), for inactives: at the top dose activation, usual class: activators; 0.007% of 380,000 active; AID 624172; note: % of control where 0% means no effect
HT1080 IDH1KD tx: HT-1080 IDH1 knockdown cell toxicity (counter line); 2% of 360,000 active; Potency, µM (highest dose often 46.1 µM), inactives show top-dose activity, negative = toxicity, actives largely listed as cytotoxic; HT-1080 IDH1 knockdown viability, ATP luminescence, 48 h;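 note: 0% = DMSO wells and -100% = cell-free medium wells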
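Assay cells: HT-1080 with IDH1 knockdown, 750 per well, RPMI/5% FBS. Exposure: 48 h at 37 °C following 2 h pre-incubation. Read: CellTiter-Glo luminescence; fitted concentration-response, curve class assigned.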
* marks the source's active call; other numbers are inactive results; ? = inconclusive; . = no result given; & = joins results of further samples; [ ] = another dose, or the depositor's remark. Calls come from the whole dose curve; as a rule, active = well fitted curve in the direction sought with a large enough effect; inconclusive = small, poorly fitted or top-dose-only effect, or another doubt; inactive = no such curve, though single readings can be large; an effect the other way counts as inactive or inconclusive. Potency is the fitted concentration of half-maximal effect.

SMILES | TDP43 rescue | KB-3-1 cytotox | KB-V1 MDR tox | HT1080NT lethal | SW480 rereplic | GLP1R cytotox | GLP-1R inv ag | GLP1R ag | HT1080 IDH1KD tx
CCCSC1=C(C#N)C(c2cccnc2)C(C(=O)OCC)=C(c2ccccc2)N1 (configuration not stated) | 12% | -5% | -11% | -19% | 16% | -21% | ? | 0% | -5%
CN(CC(=O)Nc1ccccc1Br)C(=O)c1ccncc1 | -11% | . | . | -1% | 6% | -5% | 25% | -10% | -8%
CN1CCN(C(=O)CCCN2C(=O)/C(=C/c3ccccc3)SC2=S)CC1 | -18% | ? | ? | ? | ? | ? | ? | -2% | ?
CCCCc1nc(Cl)c(CO)n1Cc1ccc(-c2ccccc2-c2nn[nH]n2)cc1 | 16% | 0% | 16% | 25% | -3%&-23% | 1% | 5% | 6%&-1% | 12%
Cn1cc(C(=O)NCc2ccccc2)c(=O)c2cc(S(=O)(=O)N3CCOCC3)ccc21 | 0% | 7% | 11% | . | . | -2% | -1% | . | .
COc1ccc(C(=O)OCc2cc(=O)n3c(C)csc3n2)cc1F | 15% | 11% | ? | 12% | -9% | -13% | 8% | 1% | 8%
COc1cc2c(c(OC)c1OC)-c1ccc(N(C)CC(OC)OC)c(=O)cc1[C@@H](NC(C)=O)CC2 | -8% | 0.52µM* | ? | ? | 1.5µM* | ? | ? | 26% | 0.65µM*
CCOC(=O)N1CCC(NC(=O)CSCc2cnn(-c3ccccc3)c2-n2cccc2)CC1 | 27% | 1% | -9% | 1% | 1% | -8% | ? | 0% | 2%
COc1cc(-c2cc(OC)c3c(C)oc(C)c3c(=O)c2)ccc1O | -17% | 0% | 10% | -9% | ? | 1% | -2% | 15% | -17%
O=S(=O)(NC1CCCCC1)c1ccc(Cl)s1 | 0% | 5% | ? | -3% | ? | 54%[activator] | -11% | 17% | 0%
Cc1nc(N)sc1N=Nc1ccc(Br)cc1 | 5% | -17% | -10% | ? | 3% | ? | -5% | -2% | ?
CCc1nc2ccc(C(=O)N3CCN(S(=O)(=O)CC)CC3)cn2c1N(CC)C(=O)NCCc1ccccc1 | -4% | 0% | 6% | 18% | . | 0% | 29% | 1% | 10%
COc1ccc(-c2nn(-c3ccccc3)cc2/C=N/n2cnnc2)cc1OC | 3% | 4% | 1% | -3% | -5% | -3% | 26% | 13% | -1%
O=C(Nc1cc(S(=O)(=O)N2CCCCC2)ccc1Cl)c1ccc(F)cc1 | 12% | . | . | -3% | 0% | 0% | ? | 2% | -2%
CCN(CC)CCCNC(=O)c1nn2c(C(F)(F)F)cc(-c3ccccc3)nc2c1Cl | -4% | -2% | 4% | 10% | -4% | ? | ? | 6% | 8%

Nothing new here: 8 of the compounds above.
SMILES | TDP43 rescue | KB-3-1 cytotox | KB-V1 MDR tox | HT1080NT lethal | SW480 rereplic | GLP1R cytotox | GLP-1R inv ag | GLP1R ag | HT1080 IDH1KD tx
CCOC(=O)N1CCC(NC(=O)CSCc2cnn(-c3ccccc3)c2-n2cccc2)CC1 | 27% | 1% | -9% | 1% | 1% | -8% | ? | 0% | 2%
COc1cc(-c2cc(OC)c3c(C)oc(C)c3c(=O)c2)ccc1O | -17% | 0% | 10% | -9% | ? | 1% | -2% | 15% | -17%
O=S(=O)(NC1CCCCC1)c1ccc(Cl)s1 | 0% | 5% | ? | -3% | ? | 54%[activator] | -11% | 17% | 0%
Cc1nc(N)sc1N=Nc1ccc(Br)cc1 | 5% | -17% | -10% | ? | 3% | ? | -5% | -2% | ?
CCc1nc2ccc(C(=O)N3CCN(S(=O)(=O)CC)CC3)cn2c1N(CC)C(=O)NCCc1ccccc1 | -4% | 0% | 6% | 18% | . | 0% | 29% | 1% | 10%
COc1ccc(-c2nn(-c3ccccc3)cc2/C=N/n2cnnc2)cc1OC | 3% | 4% | 1% | -3% | -5% | -3% | 26% | 13% | -1%
O=C(Nc1cc(S(=O)(=O)N2CCCCC2)ccc1Cl)c1ccc(F)cc1 | 12% | . | . | -3% | 0% | 0% | ? | 2% | -2%
CCN(CC)CCCNC(=O)c1nn2c(C(F)(F)F)cc(-c3ccccc3)nc2c1Cl | -4% | -2% | 4% | 10% | -4% | ? | ? | 6% | 8%

(continued)
SMILES | TDP43 rescue | KB-3-1 cytotox | KB-V1 MDR tox | HT1080NT lethal | SW480 rereplic | GLP1R cytotox | GLP-1R inv ag | GLP1R ag | HT1080 IDH1KD tx
Cc1ccc(S(=O)(=O)NC(=O)Nc2cccc(S(=O)(=O)N(C)C)c2)cc1 | 13% | 16% | -5% | 3% | -6% | -1% | 23% | -4% | 7%
CCOC(=O)N1CCC(NC(=O)c2ccc3c(c2)N(Cc2ccc(C)cc2)CCS3)CC1 | 15% | -11% | 0% | -4% | -1% | 5% | -10% | -4% | -2%
COc1cccc(N2CCN(S(=O)(=O)c3cn(C)c(C)n3)CC2)c1 | 16% | 4% | ? | . | . | 6% | 2% | 6% | .
CN(C)c1ccc(S(=O)(=O)NCC(=O)N2CCN(S(=O)(=O)c3cccc(F)c3)CC2)cc1[N+](=O)[O-] | 7% | -5% | ? | 4% | 1% | -30% | -23% | -3% | 6%
O=S(=O)(c1ccc(Cl)nc1)N1CCN(c2ncccn2)CC1 | -4% | 19% | 0% | 3% | 2% | 1% | 4% | 0% | 6%
CN(C)c1ccc(-c2ccc([C@H]3[C@@H]4C=CCC[C@@]4(C)C(=O)N3Cc3ccccc3)c(F)c2)cc1 | -8% | ? | ? | ? | 79% | 3% | ? | -3% | ?
COc1ccc(C2/C=C\CN(C(=O)OCC3c4ccccc4-c4ccccc43)CC(=O)N2Cc2cccc(F)c2)cc1 (configuration not stated) | 7% | 0% | -4% | -7% | -3% | -11% | ? | 7% | -17%
O=c1c(F)cn(C2CCCO2)c(=O)n1Cc1ccccc1F (configuration not stated) | 0% | 10% | 2% | 1% | -5% | -8% | 6% | 9% | ?
Cc1ccc(OC(=O)C(C)c2cccc(C(=O)c3ccccc3)c2)cc1 (configuration not stated) | -14% | -3% | -5% | 1% | 0% | 5% | 15% | -2% | 23%
COc1ccc(CCN2C(=O)/C(=C\c3ccco3)SC2=S)cc1OC | -15% | 0% | -20% | ? | -18% | -15% | 13% | 10% | 7%
Cc1cccn2c(=O)c3cc(C(=O)NC4CCCCC4)c(=N)n(Cc4ccc(F)cc4)c3nc12 | -21% | -4% | 0% | -3% | 1.3µM* | 4% | 18% | -1% | -8%
Cc1cnn(C(=O)c2oc3ccccc3c2C)c1 | -21% | 4% | 3% | -5% | -2% | 16% | 1% | -2% | -4%
COc1ccc(NC(=O)CN2CCN(c3c(C)cccc3C)CC2)cc1 | 10% | ? | -29% | -29% | 14% | -9% | ? | 7% | -26%
CCS(=O)(=O)N1CCC(C(=O)NCc2ccc(OC)cc2)CC1 | -8%[1.82 µM] | 5% | 0% | 10% | -2% | -7% | 32%[activator] | 3% | 6%
CC1C/C(=N/Nc2nc3ccccc3[nH]2)CC(C)(C)C1 (configuration not stated) | -1% | -8% | -11% | 2% | ? | 8% | ? | 0% | -1%
O=C(NCc1ccc(F)cc1)c1cc(S(=O)(=O)N2CCCCC2)ccc1Cl | -15% | -1% | -13% | 8% | -14% | 23% | ? | -1% | -1%
CCOC(=O)N/N=C(\C)c1ccc(Oc2ncccn2)cc1 | 19% | -13% | 27% | 5% | 11% | 8% | 10% | -2% | 19%
O=C(O)C1=C[C@H](c2ccc(C(F)(F)F)cc2)C[C@H](OCCCCO)O1 | 23% | 0% | 0% | 13% | ? | -4% | 13% | -2% | 13%
CCOc1ccc(S(=O)(=O)Nc2cc(S(=O)(=O)N(CC)CC)ccc2N2CCCC2)cc1 | -5% | ? | 2.6µM* | -4% | ? | -3% | ? | -1% | -5%
Cc1ccc2c(NCc3ccco3)nc(NC(C)C)nc2c1 | 12% | -26% | ? | 26µM* | . | -20% | ? | -7% | 18µM*
O=C(NCc1cccs1)c1cc(-c2ccccc2)nn1CC1CC(c2cccnc2)=NO1 (configuration not stated) | -1% | 7% | 14% | 2% | -30%[inhibitor] | 2% | 17% | 8% | 13%
CSc1ncc(C(=O)Nc2cccc(Cl)c2C)c(C)n1 | 4% | -2% | -1% | 15% | -8% | 2% | -11% | 13% | 20%
O=C1c2ccccc2C(=O)N1CCCCn1c(=O)oc2ccccc21 | -6% | -3% | -5% | 20% | -4% | 6% | 6% | 2% | 22%
O=C(O)CCC(=O)N1N=C(c2ccccc2)CC1c1ccc2c(c1)OCO2 (configuration not stated) | -6% | 0% | -28% | -10% | 2% | 10% | 3% | -3% | -8%
CC(=O)Nc1ccc(S(=O)(=O)NCCC(=O)OCc2csc(CC(=O)Nc3ccccc3C)n2)cc1 | -6% | 1% | 17% | 2% | -567%[inhibitor] | -11% | -12% | 21% | 1%
CC(=O)Nc1nc(C)c(-c2csc(Nc3ccc(S(N)(=O)=O)cc3)n2)s1 | -5% | -5% | -2% | ? | ? | 19% | 12% | 15% | ?
CCCS(=O)(=O)N1CCN(C(=O)COc2ccccc2)CC1 | -14% | 2% | -29% | 7% | -3% | 1% | 0% | -7% | 4%
CCOC(=O)C1=CCN(S(=O)(=O)c2ccc(C)cc2)C1c1ccc(Cl)cc1 (configuration not stated) | 0% | 0% | -18% | ? | . | -3% | ? | 4% | ?
